# NR2E3 ag-1 – NR2E3 agonists in two-hybrid cells, primary screen, cell-based, luminescence, CHO-S, Gal4-NCOR/VP16-NR2E3 | Photoreceptor-specific nuclear receptor (Homo sapiens), Q9Y5X4 | luciferase | inhibition of corepressor binding, % at 3.98 µM | actives 0.35% (n = 360,000) | AID 602229, 2012;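 active means inhibition above the mean of all tested compounds plus 3 SD, cut at about 70% in these data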;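 further: 0% = DMSO with NR2E3 transfected cells and 100% = cells lacking NR2E3 construct; higher means lower luciferase signal from less NR2E3 corepressor binding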
# Target sequence (Q9Y5X4 whole entry, looked up, the tested form may be a part): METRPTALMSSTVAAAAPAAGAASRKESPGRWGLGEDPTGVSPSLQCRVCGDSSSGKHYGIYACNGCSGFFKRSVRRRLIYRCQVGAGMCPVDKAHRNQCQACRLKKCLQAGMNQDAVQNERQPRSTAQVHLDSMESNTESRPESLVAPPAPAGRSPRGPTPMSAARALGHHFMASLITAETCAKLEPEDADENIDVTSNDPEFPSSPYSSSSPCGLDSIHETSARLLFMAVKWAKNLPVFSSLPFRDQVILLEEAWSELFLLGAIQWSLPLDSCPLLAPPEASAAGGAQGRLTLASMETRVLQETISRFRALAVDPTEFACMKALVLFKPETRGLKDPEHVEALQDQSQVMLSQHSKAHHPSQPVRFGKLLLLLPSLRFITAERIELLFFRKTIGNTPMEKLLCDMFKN
# hiPSC survival – enhancers of single-cell hiPSC survival, primary screen, ATPlite luminescence; 100% = ROCK inhibitor wells, 0% = DMSO; survival enhancement, % at 20 µM; actives 0.044% (n = 360,000); AID 602274, 2012; in the data active means survival enhancement above about 18%;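 further: cells exposed to compounds for 16 hours before the ATP read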
# Shn3 3UTR inh – reduction of Shn3 3'UTR firefly luciferase signal, primary screen, Schnurri-3 inhibitor project, cell-based, Clone20 osteoblasts, set 2; actives 0.52% (n = 360,000); AID 588674, 2011; inhibition, % at 12.5 µM; Clone20 osteoblast Shn3 3'UTR firefly luciferase, 24 h;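 active means mean inhibition of at least 75% with every replicate also reaching 75%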;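 further: 0% = median of neutral control wells and 100% = pilot-screen positive control compound; some compounds past the cut are filed as inactive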
# MITF TRPM1 inh – inhibitors of MITF-dependent TRPM1 promoter reporter, primary screen, cell-based, SK-MEL-5, single point, luciferase; actives 0.83% (n = 330,000); SK-MEL-5 TRPM1 promoter luciferase, 24 h; inhibition, % at 12.5 µM; AID 488899, 2010;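 active means mean inhibition across replicates of 60% or more, whatever share of single replicates reaches that level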; further: values of inactives mirror those of a sister screen read the other way
# LMP1 NFkB inh – EBV LMP1-driven NF-kappaB luciferase reporter inhibitors, primary screen, cell-based, luminescence, single point; actives 0.69% (n = 350,000); inhibition, % at 12.5 µM; LMP1-induced NF-kappaB luciferase reporter cells; in the data active means inhibition above about 41%;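 further: 0% = neutral control wells and 100% = reference inhibitor control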
# Peg3 prom inh – Peg3 promoter-driven luciferase inhibitors, primary screen, cell-based, HeLa, luciferase luminescence | HeLa PEG-Prom luciferase reporter, overnight | inhibition, % at 20 µM | actives 1.7% (n = 360,000);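 active means inhibition of at least 50% at 20 µM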
# C8 TRAIL sens – viability loss with TRAIL in NB7+C8 cells, primary screen, TRAIL sensitizer project, cell-based, ATPlite luminescence; inhibition (viability loss, TRAIL sensitization), % at 10 µM; actives 1% (n = 360,000);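 active means compounds causing at least 50% loss of cell viability in the single-dose screen, relative to plate controls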
# CF NFkB block – inhibitors of PAF-induced NF-kB signaling, primary screen, cell-based, GFP fluorescence, uHTS | KKLEB NF-kB-GFP reporter, GFP fluorescence overnight | inhibition, % at 5 µM | actives 0.86% (n = 360,000);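 active means at least 50% inhibition at 5 µM, scaled per plate between neutral and stimulator controls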;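 further: PAF is a Pseudomonas aeruginosa culture filtrate used as stimulus; plate controls were PAF-stimulated DMSO wells for no effect and unstimulated DMSO wells for full effect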
# KKLEB tox – cytotoxicity in KKLEB CF airway cells, primary screen, cytotoxicity control for CF NF-kB inhibitor project, cell-based, uHTS, fluorescence assay plates; activity change (cytotoxicity), % at 5 µM; KKLEB CF airway cells viability, ATPlite luminescence, overnight; hits give low values; cells stimulated with P. aeruginosa culture filtrate; actives 0.36% (n = 360,000); AID 602141, 2011;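 active means corrected activity change at or below -50% at 5 µM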
# HIF-2a inh – HIF-2a reporter inhibitors, primary screen, luminescence, 786-0 RCC cells; 786-0 RCC cells HIF-2a reporter, luciferase luminescence, overnight; inhibition, % at 18.8 µM; actives 0.72% (n = 360,000); AID 624352, 2012;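 active means inhibition of the luminescence signal of 40% or more relative to plate controls, in a single-dose primary screen at 18.75 µM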
# NR2E3 ag-2 – inhibitors of NR2E3-RetCOR corepressor binding, primary screen, NR2E3 agonist project, biochemical, TR-FRET, GST-NR2E3, biotin-RetCOR. Photoreceptor-specific nuclear receptor (Homo sapiens), Q9Y5X4. 1536-well. inhibition of corepressor binding, % at 4.78 µM. actives 0.12% (n = 320,000). AID 2300, 2010;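 active means percent inhibition above the cutoff of mean plus 3 SD of all tested compounds, set per screening campaign, cut at about 20% in these data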;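 further: 0% = DMSO wells and 100% = biotin wells as full block of FRET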
#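 Test system – NR2E3–RetCOR corepressor complex · Quantity – NR2E3 fusion 1.35 nM · Buffer or medium – Tris pH 7.5 · Incubation – Compound–protein incubation for 5 h at 4 °C · Technique – TR-FRET, Eu(K)-anti-GST donor, streptavidin-D2 acceptor, ex 340, em 617/671 nm · Evaluation – percent inhibition of 671/617 nm emission ratio versus biotin and DMSO controls · Plate – 1536-well format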
# The depositor's hits bear a star; · = not tested or not shown. Not all compounds are listed, so the mix of outcomes need not match the whole.
no.	SMILES	LMP1 NFkB inh	C8 TRAIL sens	Shn3 3UTR inh	Peg3 prom inh	KKLEB tox	CF NFkB block	NR2E3 ag-2	MITF TRPM1 inh	NR2E3 ag-1	HIF-2a inh	hiPSC survival
1	COc1ccc(/C=N/Nc2nonc2N)c(OC)c1	-2	11	-7	-14	8	-13	3	5	-5	-48	1.4
2	CC(C)NC(=O)c1ccccc1NC(=O)Cc1ccc([N+](=O)[O-])cc1	-2	0	0	-2	-1	6	1	-7	-6	10	0.3
3	CCC(NC(=O)Cc1c(C)c2c(cc(C)c3c(C)c(C)oc32)oc1=O)C(=O)O (stereo unspecified)	-5	-36	-20	13	4	-26	·	1	11	17	0.8
4	CCc1nc(N2CCCC2C(=O)O)c2oc3ccccc3c2n1 (stereo unspecified)	-7	-1	-2	15	-1	0	-1	16	-11	4	3.0
5	C/C(=N\N=C(/N)SC1CC(=O)N(c2cccc(Cl)c2)C1=O)c1cccs1 (stereo unspecified)	-9	-12	-2	15	9	-22	-1	2	-7	9	2.0
6	Clc1cccc(OCCn2ccnc2)c1	-13	-7	-1	22	10	-4	5	2	-44	22	0.2
7	CC1CCc2cc(F)ccc2N1C(=O)CSc1nnc(-c2cccs2)n1C (stereo unspecified)	-11	8	2	12	13	-3	-2	7	1	11	-0.3
8	CC(=O)Nc1ccc(OC(=O)c2cc3ccccc3oc2=O)cc1	2	-10	-11	-25	-10	-8	-2	1	-18	-17	0.4
9	CC1(C)CC(=O)c2c(nc(SCC(=O)Nc3nsc(-c4ccccc4)n3)c(C#N)c2-c2ccccc2)C1	-7	3	84	10	-2	19	1	9	-12	29	-2.8
10	CCc1cccc(NC(=S)N(CCN(C)C)C(C)c2ccncc2)c1 (stereo unspecified)	2	0	10	22	18	-1	0	24	-12	16	-0.6
11	COc1ccccc1N1CCN(C2CC(=O)N(C)C2=O)CC1 (stereo unspecified)	9	-7	-7	5	14	-1	-2	6	-23	28	0.3
12	CCCc1cc(=O)[nH]c(SCC(=O)Nc2nonc2C)n1	-5	5	4	9	-10	10	4	-6	-11	6	-0.3
13	CN1CCN(C(=O)c2ccc(NS(=O)(=O)c3cccc([N+](=O)[O-])c3)cc2)CC1	3	-1	-6	5	12	0	·	-3	-3	9	-0.4
14	Cc1cc(S(=O)(=O)N2CCOCC2)ccc1OCC(=O)N1CCC(C)CC1	-20	-8	-26	-1	0	-12	-2	2	-2	17	-0.3
15	CCN(CC(O)CON=C1c2ccccc2-c2ccccc21)S(=O)(=O)c1ccc(C)cc1 (stereo unspecified)	-9	7	47	23	8	-2	1	19	-45	6	0.3
16	O=C(Nc1cc(C(F)(F)F)ccc1-n1cnc2ccccc21)c1ccccc1	1	0	1	13	-2	-11	-3	-1	5	15	-0.1
17	CCN(CC(=O)NCc1cccs1)C(=O)/C=C/c1ccc(OC)c(OC)c1	6	6	-13	8	-12	15	0	8	-9	5	-0.6
18	O=C(Cn1nnc2ccccc21)OCC(=O)c1ccc(Cl)c(Cl)c1	-2	-3	0	-6	3	0	-2	8	11	-3	1.3
19	COc1ccc([N+](=O)[O-])cc1NC(=O)CCc1ccccc1	7	-8	-16	6	10	-1	-1	6	-27	-9	1.7
20	CC1(C)Cc2cccc(OCC(=O)N3CCN(S(=O)(=O)c4ccc(F)cc4)CC3)c2O1	-6	-2	-1	10	0	15	-1	10	-4	7	-1.6
21	O=C(O)c1cc(N/N=C2/CC(c3ccccc3)Oc3ccccc32)ccc1Cl (stereo unspecified)	6	-8	-35	-162	-6	-10	5	-11	-14	-46	3.8
22	CCN1CCN(C(=O)c2oc(=O)c3ccccc3c2-c2ccc(C)cc2)CC1	0	3	-1	-4	-1	10	-3	-2	-42	-5	-0.7
23	CCn1ncc(Br)c1C(=O)Nc1ccc2c(c1)OCCO2	8	6	8	-176	6	-10	-2	-20	-41	-89	0.9
24	O=C(CSc1nnc(-c2cccnc2)n1Cc1ccco1)NCc1ccc2c(c1)OCO2	-14	-6	38	15	8	11	-2	14	-2	24	0.6
25	CCOc1ccc(-c2nnc(-c3ccccc3)n2-c2ccccc2)cc1	-7	-6	-19	-86	-1	-11	-3	-28	-37	-84	3.6
26	CCN(CC)c1ccc(-c2c(C#N)c(N)nc(OC)c2C#N)cc1	0	-12	14	53*	-22	12	2	5	22	12	-0.9
27	CC(OC(=O)c1ccccc1)C(=O)NCCC1=CCCCC1 (stereo unspecified)	3	11	-9	3	6	-12	1	4	7	8	-0.8
28	Cc1cc(SCC(=O)N/N=C/c2ccc(O)cc2O)nc2ccccc12	31	19	92*	54*	-1	1	1	36	-13	14	0.1
29	CC1(Oc2ccc(Cl)cc2)CCN(Cc2ccc(OC(F)(F)F)cc2)C1 (stereo unspecified)	·	1	2	-2	1	-54	·	·	-22	-4	0.0
30	c1ccc(-n2ncc3c(NCc4ccccn4)ncnc32)cc1	-11	13	-7	-98	6	-6	4	-60	-30	-132	0.0
31	Nc1nnc(SCCOc2ccc(Br)cc2)s1	-18	0	-24	-184	0	3	0	-38	-49	-182	1.1
32	COC(=O)N(C)C[C@@H]1OCc2cnnn2CCCC(=O)N([C@@H](C)CO)C[C@@H]1C	7	-3	-14	-7	10	-12	·	·	4	0	-4.4
33	Cc1cccc(NC(=O)c2ccc(S(=O)(=O)NCc3cccnc3)cc2)c1C	2	-23	18	18	7	-10	1	10	-19	9	0.2
34	Cc1cc(NC(=O)COC(=O)COc2ccc(Cl)c(C)c2)no1	-8	4	-2	-14	-1	-8	·	·	-16	-2	0.5
35	COc1ccccc1NC(=O)N(Cc1ccco1)Cc1cc2cccc(C)c2[nH]c1=O	0	2	-3	6	7	-10	0	-2	-22	9	3.8
36	CCCCC(CCC(=O)Nc1cc([N+](=O)[O-])ccc1O)C(=O)O (stereo unspecified)	-7	-3	-50	5	1	-1	-1	-1	-14	12	2.6
37	Cc1ccc(NC(=O)C2C(=O)N(CCO)C3(C)CC2c2ccccc2O3)cc1 (stereo unspecified)	-23	-5	-24	-131	24	11	-2	-38	-38	-114	-3.8
38	c1ccc(OCCNc2nc(NCC3CC3)nc3ccsc23)cc1	·	28	79	25	-18	12	·	·	47	-1	-1.1
39	O=C(Oc1ccccc1)N(c1ccccc1)c1ccccc1	·	-1	·	21	-1	1	1	·	30	23	0.4
40	O=S1(=O)CCOCCCN1Cc1cccc(C(F)(F)F)c1	1	3	2	1	9	-4	0	-5	6	9	1.4
41	N#Cc1ccc(NC(=O)COC(=O)c2cccc(S(=O)(=O)N3CCCC3)c2)cc1	0	-4	4	5	12	-29	·	·	-14	10	-2.3
42	CSc1nc(Oc2ccc(F)cc2F)cc(C(F)(F)F)n1	-2	28	3	-2	-1	13	3	0	-25	17	-0.9
43	COc1cc(NC(=O)c2ccc([N+](=O)[O-])cc2)c(OC)cc1NC(=O)CC(C)C	-8	-3	6	14	-7	-6	1	1	-17	20	-1.2
44	CCCN(CCC)C(=O)CSc1nc2c(sc(=S)n2-c2ccc(OCC)cc2)c(=O)[nH]1	4	11	-51	27	7	15	0	-4	-34	9	-0.5
45	COc1ccc(C(=O)Nc2cccc(/C=C(/CCC(=O)O)c3nc4ccccc4s3)c2)cc1	-7	14	5	-101	-8	8	·	-5	0	-104	0.7
46	CCC(=O)c1cn(CC(=O)NCc2ccco2)c2ccccc12	-1	11	8	-85	5	-10	6	-26	-54	-69	-2.8
47	CCCC(=O)Nc1ccc(C(=O)N2CCCC2)cc1	-1	1	7	-11	11	-15	1	6	-17	-1	6.6
48	CC(C)(C)NC(=S)N/N=C\c1ccc(-c2ccc([N+](=O)[O-])cc2)o1	·	7	-16	-86	5	-40	2	·	-96	-123	0.5
49	COc1ccc(C)cc1S(=O)(=O)N1CCN(C/C=C/c2ccccc2)CC1	7	-4	77	11	1	-7	1	8	-28	9	-1.0
50	O=C(COC(=O)c1ccc[nH]c1=O)Nc1cc(S(=O)(=O)N2CCCCCC2)ccc1Cl	-3	-11	-21	6	-11	-4	·	-6	3	8	-0.2
51	O=C(C1=C[C@H](c2ccc(C(F)(F)F)cc2)C[C@H](OCc2ccc(CO)cc2)O1)N1CCCCCCC1	-12	-11	-5	28	-18	9	1	-9	14	18	-1.6
52	O=S(=O)(Nc1ccc(O)c(Sc2nc3ccccc3s2)c1)c1cccc2ccccc12	3	8	23	-33	2	23	-1	5	18	25	-0.7
53	COc1ccccc1C(CNC(=O)c1ccc(C)c(S(=O)(=O)N2CCCCC2)c1)N1CCCC1 (stereo unspecified)	1	16	1	-6	-1	15	·	1	-13	4	-0.6
54	COc1cccc(-c2cc(=O)c3cc(NC(=O)c4ccc(Cl)cc4)ccc3[nH]2)c1	-14	32	-30	-1	-5	13	0	8	6	11	-0.5
55	Cc1cn(CC(=O)NCCNc2ccc([N+](=O)[O-])cn2)c(=O)[nH]c1=O	6	-3	-17	-4	7	-15	·	-1	0	-9	-1.2
56	Cc1ccc(Sc2ncccc2C(=O)NCC(c2ccc(F)cc2)N2CCOCC2)c(C)c1 (stereo unspecified)	2	17	19	23	-12	9	1	12	-10	11	-0.1
57	Cc1ccc(S(=O)(=O)/N=C(/Nc2ccc([N+](=O)[O-])cc2)c2ccccc2)cc1	-15	1	8	9	-7	-2	2	-2	-8	-2	0.0
58	COc1ccc(NC(=O)Cn2c(=O)n(CC3CCCO3)c(=O)c3ccccc32)c(OC)c1 (stereo unspecified)	2	-9	12	2	-6	-11	0	-5	-7	11	0.0
59	Cc1ccc(C2C(C(=O)c3ccco3)=C(O)C(=O)N2c2ncccn2)cc1 (stereo unspecified)	7	-7	18	1	2	-11	3	2	8	-7	-0.8
60	CC(C)CCn1c(SC(C)C(=O)NC2CC2)nc2ccccc2c1=O (stereo unspecified)	5	-16	-9	9	8	-3	-4	-5	-18	-4	-0.4
61	O=C1Nc2cc(Cl)c(Cl)cc2N(O)N1c1ccccc1Cl	3	-7	-21	8	1	2	8	-3	-1	19	1.7
62	CCCCOC(=O)Nc1ccc(N2CCOCC2)cc1	-11	-3	-40	-200	24	-8	-1	-73	-64	-200	-3.5

# Screens deposited in PubChem by several laboratories.
